# ERAP1 inh = blocks human ERAP1 aminopeptidase activity. Q9NZ08. recombinant ERAP1, Leu-AMC fluorescence, 60 min. inhibition, % at 10.7 µM. hit rate 0.15% among 340,000. AID 652197;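 active = mean replicate inhibition of at least 30%, or all replicates individually reaching that 30% level; inactive = mean below 30% and not every replicate reaching it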;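 also: 0% = neutral control wells and 100% = L-leucinethiol positive control wells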
# CASP6 VEID inh = inhibitors of human caspase-6; inhibition, % at 12.5 µM; purified caspase-6, Z-VEID-R110 cleavage fluorescence; hit rate 0.53% among 350,000; P55212;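 active = mean inhibition across replicates at least about 35%, with every replicate also reaching that limit, limit read from the data; inconclusive = only one of the two criteria met; inactive = neither criterion met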;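 also: 0% = median of neutral control wells and 100% = no fluorescence left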
# Target sequence (P55212 24-179 limits assumed): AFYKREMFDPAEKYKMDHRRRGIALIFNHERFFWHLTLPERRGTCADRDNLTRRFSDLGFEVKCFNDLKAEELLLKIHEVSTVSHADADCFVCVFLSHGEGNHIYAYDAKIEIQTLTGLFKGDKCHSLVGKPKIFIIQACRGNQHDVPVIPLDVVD
# Target sequence (P55212 194-293 limits assumed): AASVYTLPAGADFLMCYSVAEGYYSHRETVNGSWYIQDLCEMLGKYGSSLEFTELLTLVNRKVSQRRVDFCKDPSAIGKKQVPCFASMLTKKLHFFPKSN
# SIRT5 block = blocks human SIRT5 desuccinylation of peptide; Q9NXA8; Purified SirT5, succinyl-peptide AMC, trypsin-coupled fluorescence; inhibition, % at 15 µM; hit rate 1.1% among 330,000; AID 652115; in the data active = inhibition above about 15%; inconclusive = no clear call, values can overlap the other calls
# Target sequence (Q9NXA8 whole entry, looked up): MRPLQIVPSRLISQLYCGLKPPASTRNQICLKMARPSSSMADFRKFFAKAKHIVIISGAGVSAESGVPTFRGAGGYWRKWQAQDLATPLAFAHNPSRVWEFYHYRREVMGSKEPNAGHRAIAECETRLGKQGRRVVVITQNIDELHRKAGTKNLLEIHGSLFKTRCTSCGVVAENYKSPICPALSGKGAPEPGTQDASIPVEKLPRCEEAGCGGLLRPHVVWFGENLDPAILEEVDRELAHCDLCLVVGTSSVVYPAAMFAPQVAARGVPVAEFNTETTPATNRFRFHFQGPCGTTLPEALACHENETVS
# miR122 inh = inhibitors of miR-122 in Huh7 cells | Huh7 miR-122 Renilla luciferase sensor, 48 h; neutral wells = 0, positive control = 100 | activation (reporter increase), % at 12.5 µM | hit rate 0.3% among 340,000 | AID 602342;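 active = mean replicate activation score at least 90 and every replicate individually at or above 90; inconclusive = only one of the two criteria met; inactive = neither criterion met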;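 also: higher luciferase means less miR-122 activity so hits act as miR-122 inhibitors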
# ERp5 block = inhibitors of human ERp5. inhibition, % at 9.99 µM. ERp5 insulin aggregation, absorbance 650 nm, 90 min. hit rate 0.05% among 350,000. Q15084;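 active = mean replicate inhibition above about 25%, with every replicate also reaching it, limit read from the data, passing the limit was not always enough; inconclusive = only one of those two criteria met; inactive = neither criterion met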
# Target sequence (Q15084 whole entry, looked up): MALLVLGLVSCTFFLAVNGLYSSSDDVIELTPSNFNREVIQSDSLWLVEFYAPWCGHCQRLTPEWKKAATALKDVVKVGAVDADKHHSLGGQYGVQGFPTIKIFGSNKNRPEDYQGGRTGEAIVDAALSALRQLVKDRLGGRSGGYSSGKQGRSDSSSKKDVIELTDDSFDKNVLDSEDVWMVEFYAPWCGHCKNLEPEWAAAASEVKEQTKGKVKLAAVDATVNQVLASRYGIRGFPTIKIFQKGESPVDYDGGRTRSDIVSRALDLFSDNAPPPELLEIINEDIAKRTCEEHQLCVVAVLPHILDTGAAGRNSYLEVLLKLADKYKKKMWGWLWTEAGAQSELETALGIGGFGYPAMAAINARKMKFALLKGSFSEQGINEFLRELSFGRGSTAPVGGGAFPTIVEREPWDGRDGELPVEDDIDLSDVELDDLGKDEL
# F508del corr = correctors of CFTR F508del function in bronchial epithelial cells; CFBE cells, YFP halide quenching; stimulated with forskolin plus potentiator P3; % fluorescence drop versus neutral controls; activity (quench increase), % at 7.58 µM; hit rate 0.36% among 350,000; AID 720511;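 active = mean added fluorescence quench of at least 8% versus neutral control, with both replicates also reaching 8%; inconclusive = only one of the mean or replicate conditions met; inactive = mean below 8% and not both replicates reaching 8%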;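 also: cells transiently co-express mutant CFTR-F508del with the halide-sensitive YFP; corrector assay measuring rescue of mutant channel to the surface after 24 h compound exposure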
# DENV2 CPE rescue = protects cells from dengue virus 2 cytopathic effect; DENV2-infected cells, cytopathic effect rescue, plate reader; hit rate 1.7% among 350,000; CPE inhibition, % at 9.99 µM; in the data active = CPE inhibition above about 20%, passing the limit was not always enough; inconclusive = no clear call, values can overlap the other calls; tested in BHK-21 cells;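 also: 0% = median of neutral control wells and 100% = median of positive control wells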
# An asterisk follows results filed as active; u = inconclusive; x = not tested or not shown; [ ] = another dose, or the depositor's remark.
SMILES,ERAP1 inh,CASP6 VEID inh,SIRT5 block,miR122 inh,ERp5 block,F508del corr,DENV2 CPE rescue
Cc1ccc(CN2CC(C(=O)Nc3ccc(C)cn3)CC2=O)cc1 (configuration not stated),-0.8,1.8,1.6,x,-2.6,0.2,6.9
COCC#Cc1ccc([C@@H]2[C@@H](CO)N3C(=O)CN(C(=O)c4ccncc4)C[C@@H]23)cc1,4.8,1.6,-4.5,x,-3.4,-5.3,-1.0
COc1ccccc1OC(C)C(=O)Nc1ccc2c(c1)OCCO2 (configuration not stated),0.6,3.2,-0.6,-1.2,3.0,1.8,0.6
Cc1ccc(S(=O)(=O)NCC(=O)N(CC(=O)NC(C)(C)C)Cc2ccc3c(c2)OCO3)cc1,-4.4,1.0,-0.8,0.8,2.2,0.0,-1.1
COc1ccccc1C1=NNC(=Nc2cccc(S(=O)(=O)N(C)C)c2)SC1,-3.0,2.6,11.4,-0.8,-1.5,2.9,5.1
Cc1ccc(-c2nc(CS(=O)CC(=O)NCCN3CCCCC3C)c(C)o2)cc1 (configuration not stated),1.8,-16.2,0.2,-2.4,3.3,-0.9,4.1
C=CCn1c(SCC(=O)N2CCCCCC2)nc2ccccc2c1=O,0.8,-1.2,-1.9,-3.9,3.4,3.4,0.0
Cc1cc(=O)[nH]c(SCC(=O)NCCOc2ccccc2)n1,9.2,2.0,0.1,-7.4,-0.9,1.5,-4.9
CCCn1c(C(CO)Nc2nc(C)cs2)nc2ccccc21 (configuration not stated),-2.4,x,x,1.6,14.7,1.9,13.5
Cc1noc(C)c1S(=O)(=O)Nc1ccc2c(c1)C(=O)N([C@@H](C)CO)C[C@@H](C)[C@H](CN(C)C(=O)Nc1ccccc1)OCCCC[C@@H](C)O2,-0.1,0.0,-4.9,4.2[16.7 µM],-7.1,-1.1,97.5*
CCc1noc(C)c1C(=O)N(CC)CC(=O)Nc1cc(Cl)ccc1C,0.4,-165.7,-2.2,-6.1,-2.8,0.4,-2.1
O=C(CN1CCCC1)N1CCCC(c2ccc(F)cc2)c2ccc(F)cc21 (configuration not stated),1.4,-2.0,-7.6,-15.2,4.2,1.6,-16.2
O=C(c1ccc[nH]c1=S)N1CCN(S(=O)(=O)c2ccc(Br)cc2Cl)CC1,-0.5,0.3,1.4,-3.7,0.1,-2.7,-4.8
O=C(Cc1csc(Nc2nc(=S)[nH]c3ccccc23)n1)NCc1ccc(Cl)cc1,3.0,0.6,-2.2,1.5,21.7,-2.1,-0.4
COCCCNC(=O)CN(Cc1ccccc1)S(=O)(=O)c1ccccc1,-1.0,-2.8,-4.8,7.3,4.6,-1.4,0.0
C[C@@H]1CCCCO[C@H](CN(C)CC2CCCCC2)[C@@H](C)CN([C@H](C)CO)C(=O)c2cc(NC(=O)c3ccccc3)ccc2O1,0.5,-0.2,-1.6,-3.0[16.7 µM],0.6,0.5,-12.3
CC(=O)NC(Nc1c(C)n(C)n(-c2ccccc2)c1=O)C(Cl)(Cl)Cl (configuration not stated),4.4,2.0,0.3,x,-0.5,0.4,6.0
CC1(C)Cc2c(C#N)c(NCCN3CCOCC3)nc(-c3ccccc3)c2CO1,6.4,-3.8,0.6,x,11.4,1.4,13.1
N#Cc1ccc(S(=O)(=O)NC2CC2)cc1,-2.7,1.2,2.6,-1.1,-1.6,2.7,u
Cc1ccc2nc(-c3cccc(Br)c3)cc(C(=O)NC3CC3)c2c1,-2.6,-2.3,-1.0,x,6.2,-0.6,1.5
COC(=O)[C@H](Cc1c[nH]c2ccccc12)NCc1cccc(B(O)O)c1,x,1.3,26.2*,-2.6,0.7,-0.8,-11.2
O=C(NCc1ccccc1Cl)C1CCN(S(=O)(=O)c2ccc(F)cc2)CC1,-2.2,0.6,0.1,-2.2,-1.1,-0.7,-0.6
CCCC#Cc1ccc2c(c1)O[C@H](CN(C)Cc1ccc3c(c1)OCO3)[C@H](C)CN([C@@H](C)CO)S2(=O)=O,-0.2,7.1,13.8,-4.1[16.7 µM],6.9,4.9,4.5
O=C(Nc1c2n(c(=S)n(-c3ccccc3)c1=O)CCCCC2)c1ccccc1,3.7,0.7,x,x,1.5,2.1,4.4
COc1ccc2sc(/C=C/c3ccccc3O)[n+](C)c2c1,8.7,-5.5,-4.0,3.8,-2.5,0.7,3.0
# Continued:
SMILES,ERAP1 inh,CASP6 VEID inh,SIRT5 block,miR122 inh,ERp5 block,F508del corr,DENV2 CPE rescue
O=C(c1ccccc1)N1CC(=O)N2[C@@H](CO)[C@H](c3ccc(C#CC4CC4)cc3)[C@@H]2C1,-0.7,0.0,-1.3,x,7.3,0.2,-8.3
C[C@H](CO)N1C[C@H](C)[C@H](CN(C)CC2CC2)OCCCC[C@H](C)Oc2ccc(NC(=O)CCC(F)(F)F)cc2C1=O,0.1,-11.7,-0.6,6.7[16.7 µM],-10.3,0.9,-4.2
Cc1nc(-c2ccc(S(=O)(=O)Nc3ccccc3C)cc2)co1,2.2,-0.3,2.9,-7.7,-0.6,-3.5,-0.5
COc1ccc(CN2CCNC(=O)C2CC(=O)N(C)Cc2ccon2)c(OC)c1 (configuration not stated),-4.7,2.1,-2.2,-3.0,-3.8,0.0,0.9
CCC(C(=O)OCC(=O)c1ccc(OC)cc1OC)c1ccccc1 (configuration not stated),-1.0,4.2,-3.2,-6.7,6.7,0.1,-3.0
Cc1cn([C@H]2C[C@H](O)[C@@H](/C=C/C(=O)NCC(c3ccccc3)c3ccccc3)O2)c(=O)[nH]c1=O,-0.7,2.6,-1.9,-4.5,-5.7,1.4,2.8
O=C(Nc1cccc(Cl)c1)c1ccc(NC2=NC3CS(=O)(=O)CC3S2)cc1 (configuration not stated),6.0,-0.2,-13.2,8.8,2.5,1.1,-6.2
CCOP(=O)(c1ccccc1)C(O)c1ccc(Br)cc1 (configuration not stated),-0.9,1.6,-0.6,x,0.6,x,4.6
CN(Cc1ccco1)C(=O)C(Cc1ccccc1)NS(=O)(=O)c1ccc2c(c1)CCC(=O)N2 (configuration not stated),x,5.5,x,-5.1,-1.1,0.8,-0.3
Cc1ccc(C(=O)OCC(=O)NC(=O)NCc2ccccc2)cc1C,-4.9,-1.0,-0.7,-3.6,-1.6,2.6,-2.4
C[C@H]1CN([C@@H](C)CO)C(=O)c2cc(NC(=O)CCN3CCOCC3)ccc2O[C@H]1CN(C)Cc1ccc2c(c1)OCO2,-4.0,0.3,4.5,-2.7[16.7 µM],-2.8,-0.3,-0.3
O=C(C[C@H]1C[C@H]2c3cc(NC(=O)C4CCOCC4)ccc3O[C@H]2[C@H](CO)O1)NCc1cccc(F)c1,0.3,-0.3,3.1,2.4[16.7 µM],-10.3,-2.9,-2.4
CS(=O)(=O)Nc1ccc2c(c1)[C@@H]1C[C@@H](CC(=O)NCc3ccccc3)O[C@@H](CO)[C@@H]1O2,4.8,-2.4,1.3,0.8[16.7 µM],-0.3,-2.3,x
COC(=O)[C@@]12C[C@@H](CC(=O)NCc3cccc4ccccc34)C(=O)N(Cc3cccc4ccccc34)C1=CCC(C)(C)C2,0.1,-5.5,-1.0,x,2.4,1.6,-7.4
N#CC1=C2SCN(Cc3ccccc3)CN2C(=O)CC1c1cccs1 (configuration not stated),5.4,34.1,-2.8,-0.8,3.4,-1.8,u
Cc1ccc(CCC(=O)Nc2ccc([N+](=O)[O-])cc2Cl)o1,6.4,0.0,-1.9,3.1,2.8,2.5,u
CCCCc1cc(=O)oc2cc(C)cc(OC(C)C(=O)NCc3cccnc3)c12 (configuration not stated),-0.3,1.9,-12.8,-7.9,-12.5,1.1,-1.8
CCOC(=O)Cc1csc(N/N=C/c2ccc(C(F)(F)F)cc2)n1,-7.4,-3.1,0.4,x,4.4,1.3,-6.9
CC(=O)Nc1ccc(S(=O)(=O)Nc2cc3c(cc2C(C)=O)OCO3)cc1,4.7,-4.5,-2.7,x,1.9,-2.3,5.6
COCC#Cc1ccc2c(c1)O[C@H](CN(C)S(=O)(=O)c1ccc(OC)cc1)[C@@H](C)CN([C@H](C)CO)S2(=O)=O,-2.3,-1.7,-9.7,48.2[16.7 µM],-4.4,-2.4,u
COc1ccc(S(=O)(=O)Nc2ccc3c(c2)C(=O)N([C@@H](C)CO)C[C@@H](C)[C@@H](CN(C)S(=O)(=O)c2c(C)noc2C)O3)cc1,-1.2,0.3,-5.3,-4.2[16.7 µM],-4.7,-0.2,3.6
O=C(C[C@H]1CC[C@H]2[C@@H](COC[C@H](O)CN2Cc2ccc(Oc3ccccc3)cc2)O1)N1CCc2ccccc2C1,x,x,x,-5.8[16.7 µM],x,-2.4,4.5
O=C(c1noc2c1CCCCC2)N1CCN(C(c2ccccc2)c2ccccc2)CC1,-0.5,1.7,4.7,x,-3.6,0.7,15.3
CC(C)C(=O)Nc1ccc(NC(=O)CCc2ccccc2)cn1,-4.1,-1.2,0.0,x,3.8,0.5,-1.7
Cc1ccc(S(=O)(=O)N2C[C@H]3C(=O)C[C@@H](c4ccc(Cl)cc4)N(S(=O)(=O)c4ccccc4C)[C@H]3C[C@H]2c2ccc(Cl)cc2)cc1,x,-2.4,0.3,-11.5,-5.3,-1.3,-3.6

# Of the compounds above, 2 contain a CF3 group:
SMILES,ERAP1 inh,CASP6 VEID inh,SIRT5 block,miR122 inh,ERp5 block,F508del corr,DENV2 CPE rescue
C[C@H](CO)N1C[C@H](C)[C@H](CN(C)CC2CC2)OCCCC[C@H](C)Oc2ccc(NC(=O)CCC(F)(F)F)cc2C1=O,0.1,-11.7,-0.6,6.7[16.7 µM],-10.3,0.9,-4.2
CCOC(=O)Cc1csc(N/N=C/c2ccc(C(F)(F)F)cc2)n1,-7.4,-3.1,0.4,x,4.4,1.3,-6.9

# Continued.
SMILES,ERAP1 inh,CASP6 VEID inh,SIRT5 block,miR122 inh,ERp5 block,F508del corr,DENV2 CPE rescue
CN1CCN(C(=O)C[C@H]2CC[C@@H]3[C@@H](COc4ccc(NC(=O)C5CC5)cc4C(=O)N3C)O2)CC1,-0.2,-1.3,-4.7,3.5[16.7 µM],4.9,0.7,12.2
COc1ccc(NC(=O)CSc2nnc3n2CCCCC3)cc1S(=O)(=O)N(C)C,5.7,-3.1,x,-3.4,1.6,-0.3,-2.0
COc1ccc(Cl)cc1NC(=O)c1cc(-c2ccco2)on1,0.4,6.2,0.6,1.3,-0.2,1.3,4.9
O=C(O)c1ccc(NC2(C(=O)O)CCCC2)cc1,-3.2,2.3,-1.5,x,0.8,-3.1,5.4
O=C(C[C@H]1C=C[C@H](NS(=O)(=O)c2ccc(F)cc2)[C@H](CO)O1)NCc1ccncn1,3.8,-0.3,0.6,0.7[16.7 µM],-4.0,0.4,2.8
CCCN(C)C[C@H]1Oc2cc(-c3ccccc3F)ccc2S(=O)(=O)N([C@H](C)CO)C[C@H]1C,-3.0,1.7,7.7,2.5[16.7 µM],-5.7,1.0,-2.6
CC(C)Cc1ccc(-c2cc3nc(NCc4cccc(Cl)c4)ccn3n2)cc1,0.3,-2.5,x,2.1,-0.4,8.7*,-2.4
CCCNS(=O)(=O)c1cc(CN2C(=O)c3cccnc3C2=O)ccc1OC,-3.0,-3.5,-3.0,2.7,2.2,0.5,1.8
Cc1ccc(O)c(C(=O)c2cnc3c(c2)c(=O)n(C)c(=O)n3C)c1,0.0,x,-6.2,-2.4,6.0,-1.3,-4.3
COc1ccc(C(=O)C2CCCN(C(=O)c3cc(C4CC4)[nH]n3)C2)c(C)c1 (configuration not stated),0.1,1.1,-2.7,3.9,2.7,0.3,-2.9
Cc1ccccc1S(=O)(=O)NCC[C@@H]1CC[C@@H](NS(=O)(=O)c2ccccc2C)[C@H](CO)O1,-0.6,-0.2,6.5,6.3[16.7 µM],1.2,1.3,-1.2
COc1ccc(/[N+]([O-])=C/c2ccoc2)cc1,-0.5,-1.4,1.4,-3.0,-1.0,-3.5,x
Cc1cccc(C(=O)NCCCn2ccnc2)c1C,1.5,-16.0,-4.5,x,3.3,-1.9,5.8
C[C@@H]1CN([C@H](C)CO)C(=O)c2cc(C3=CCCC3)cnc2O[C@@H]1CN(C)C(=O)C1CCC1,-1.2,1.7,1.9,0.7[16.7 µM],8.7,-0.4,-2.4

# Single values from the entries so far:
# ERp5 block result of N#CC1=C2SCN(Cc3ccccc3)CN2C(=O)CC1c1cccs1 (configuration not stated) = 3.4
# F508del corr result of O=C(Cc1csc(Nc2nc(=S)[nH]c3ccccc23)n1)NCc1ccc(Cl)cc1 = -2.1

# High-throughput results as filed in PubChem BioAssay.
